Screening results: PubChem BioAssay, Sanford-Burnham Center for Chemical Genomics
EBI2 antag: EBI2 (human) antagonism | P32249 | 360,000 tested, 0.81% active | inhibition, % at 5 µM | AID 651636 | EBI2 beta-arrestin recruitment, luminescence, 7a,25-OHC stimulated; in the data active = inhibition above about 38%;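 note: enzyme fragment complementation signal reports receptor beta-arrestin coupling in cells; 0% = agonist plus DMSO wells and 100% = wells without agonist; some results beyond the cut were filed as inactive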
Target sequence (P32249 whole entry, looked up, the tested form may be a part): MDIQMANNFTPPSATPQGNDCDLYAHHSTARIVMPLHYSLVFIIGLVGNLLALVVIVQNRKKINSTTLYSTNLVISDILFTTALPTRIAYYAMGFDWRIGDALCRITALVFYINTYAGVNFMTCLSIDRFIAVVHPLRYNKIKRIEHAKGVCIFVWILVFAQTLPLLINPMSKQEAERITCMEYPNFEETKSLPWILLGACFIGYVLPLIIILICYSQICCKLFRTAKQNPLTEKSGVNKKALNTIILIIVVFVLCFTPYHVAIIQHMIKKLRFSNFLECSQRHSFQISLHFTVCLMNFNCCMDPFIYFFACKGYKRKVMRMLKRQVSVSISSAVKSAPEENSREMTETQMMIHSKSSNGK
APJ agonist: agonists of human APJ apelin receptor. P35414. CHO-K1 APJ PathHunter beta-arrestin, luminescence; 0% DMSO wells, 100% apelin. activation, % at 20 µM. 330,000 tested, 0.11% active. AID 2520;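 active = activation more than six SD over the plate average, tested at 20 µM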;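 note: 0% = DMSO alone and 100% = apelin-13 at 10 nM; some results filed as inactive read as strong as hits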
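Material: CHO-K1 APJ beta-arrestin complementation cell line; Input: cell density 1000 per well; Incubation: compound stimulation 90 min at 25 °C, detection 60 min; Signal: luminescence from split beta-galactosidase complementation, Galacton Star/Emerald II substrate; Controls: DMSO-only wells as negative, 10 nM Apelin-13 as positive control.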
CCR6 antagonist: CCR6 (human) receptor antagonism | CHO-K1 CCR6 PathHunter beta-arrestin, luminescence, CCL20-stimulated | inhibition, % at 20 µM | 340,000 tested, 0.49% active | AID 493098;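 active = compounds whose inhibition of the agonist-driven luminescence signal at 20 µM reaches about 50%, limit read from the data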;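 note: cells stimulated with CCL20 at 14 nM final; plate controls were DMSO with CCL20 for no effect and DMSO without agonist for full effect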
Gli-Sufu antag: blocks Gli-Sufu signaling in a luciferase reporter; 340,000 tested, 0.74% active; Sufu-KO-LIGHT fibroblasts, Gli luciferase reporter luminescence; inhibition, % at 5 µM; AID 588413;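 active = inhibition above about 55%, limit read from the data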;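 note: 0% = DMSO-treated cells and 100% = wells with medium but no cells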
UBC13 polyUb: human UBC13 polyubiquitination inhibition | UBC13 polyubiquitin chain formation, TR-FRET | inhibition, % at 20 µM | 330,000 tested, 0.47% active; in the data active = inhibition above about 45%, passing the limit was not always enough
Target sequence (P61088 whole entry, looked up): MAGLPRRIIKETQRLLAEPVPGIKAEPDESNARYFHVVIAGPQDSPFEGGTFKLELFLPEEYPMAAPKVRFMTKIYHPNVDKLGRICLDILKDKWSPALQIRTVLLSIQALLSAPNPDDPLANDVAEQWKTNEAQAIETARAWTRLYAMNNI
CXCR6 inh: inhibitors of human CXCR6 receptor | inhibition, % at 20 µM | CHO-K1 PathHunter CXCR6 beta-arrestin, luminescence | O00574 | 360,000 tested, 0.36% active; in the data active = inhibition above about 34%, passing the limit was not always enough;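 note: antagonist mode with CXCL16 agonist at 10 nM final; 0% = 10 nM CXCL16 with DMSO and 100% = unstimulated wells without agonist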
Target sequence (O00574 whole entry, looked up): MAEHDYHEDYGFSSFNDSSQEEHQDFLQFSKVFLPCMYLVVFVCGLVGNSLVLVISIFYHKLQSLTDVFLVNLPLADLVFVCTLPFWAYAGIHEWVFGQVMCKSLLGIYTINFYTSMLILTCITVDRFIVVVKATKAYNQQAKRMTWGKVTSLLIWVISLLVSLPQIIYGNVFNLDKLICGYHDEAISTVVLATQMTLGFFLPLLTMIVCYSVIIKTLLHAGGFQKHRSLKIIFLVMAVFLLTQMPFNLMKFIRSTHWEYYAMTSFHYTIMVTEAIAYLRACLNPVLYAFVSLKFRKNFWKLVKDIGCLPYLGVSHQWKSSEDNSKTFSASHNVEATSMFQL
APJ antag: antagonists of human APJ apelin receptor; CHO-K1 APJ beta-arrestin complementation, luminescence; P35414; 330,000 tested, 0.32% active; AID 2521; inhibition, % at 20 µM;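 active = inhibition above about 40% at 20 µM, limit read from the data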;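 note: cells challenged with 10 nM apelin-13 agonist together with compound; plate controls were apelin-13 plus DMSO wells for no effect and DMSO wells lacking apelin-13 for full effect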
ATG4B inh: inhibitors of human ATG4B cysteine protease. Q9Y4P1. inhibition, % at 8.33 µM. AID 504462. ATG4B cleavage of LC3-PLA2, NBD-HPC fluorescence, 1 h. 340,000 tested, 0.51% active; in the data active = inhibition above about 40%
* = called active by the depositor; nt = no result given.

no.	SMILES	EBI2 antag	APJ agonist	CCR6 antagonist	Gli-Sufu antag	UBC13 polyUb	CXCR6 inh	APJ antag	ATG4B inh
1	COc1cccc(N2C(=O)CC(N3CCc4ccccc43)C2=O)c1 (stereo not drawn)	3	-3	8	-8	2	-1	10	-7
2	COc1cccc(-c2nc(N3CCCCC3C)c3ccccc3n2)c1O (stereo not drawn)	2	2	16	17	-2	-6	-5	6
3	Cc1ccc(S(=O)(=O)N2CCN(C(=O)Cc3ccsc3)CC2)c(C)c1	12	1	2	0	3	6	-1	-6
4	COc1ccc(S(=O)(=O)c2nnn(-c3cccc(OC)c3)c2N)cc1	-8	-1	3	-11	3	-9	-14	-1
5	Cc1nn2c(c1-c1ccc(Cl)cc1)N=C(c1ccco1)CC2c1ccccc1 (stereo not drawn)	7	-3	11	-1	-4	3	6	8
6	Cc1onc(-c2ccccc2)c1C(=O)Nc1nnc(C(C)C)s1	2	-2	-1	14	1	-3	-44	-6
7	C[C@H]1CN(C2CCCCC2)C(=O)[C@@H]1CC(=O)NCc1ccccc1	-3	3	-1	-4	-11	-4	7	-4
8	COc1ccc(C(=O)Nc2ccc(N3CCN(C(=O)c4ccccc4C)CC3)cc2)cc1	11	7	21	27	-1	-13	-5	2
9	NC(=O)c1c(-c2ccccc2)oc2ccc(O)cc12	-3	-6	-6	nt	14	-8	3	5
10	CC1CCN(C2=NC(=O)/C(=C/c3cn(-c4ccccc4)nc3-c3cccc(S(=O)(=O)N(C)C)c3)S2)CC1	48*	-3	14	-4	-17	21	31	-21
11	Cc1ccc(S(=O)(=O)C(c2ccccc2)c2c(C)noc2C)cc1 (stereo not drawn)	10	nt	18	36	nt	2	nt	28
12	Cc1nn(C)cc1CN1CCCC(C(=O)c2ccc(-c3ccccc3)cc2)C1 (stereo not drawn)	-2	5	1	54	7	-7	-2	3
13	CCCC[n+]1ccn(C2=C([O-])c3ccccc3C(=O)/C2=N\S(=O)(=O)c2ccc(Br)cc2)c1	5	1	10	24	-59	-4	-39	13
14	CC(C)(Oc1ccc(Cl)cc1)C(=O)Nc1ncccn1	0	7	-7	2	-5	2	6	-1
15	Cc1cccc(NS(=O)(=O)c2ccc(C(=O)N3CC(C)OC(C)C3)cc2)c1C (stereo not drawn)	-5	3	-5	17	1	2	14	-1
16	O=C(CSc1nc2[nH]ncc2c(=O)n1-c1ccccc1)NCCc1ccccc1	-4	-3	8	-10	2	8	4	-13
17	CCN(c1ccccc1)S(=O)(=O)c1cccc(C(=O)NCc2ccccn2)c1	-1	4	7	11	19	-13	11	-7
18	O=C1CC(c2ccco2)Sc2ccccc2N1 (stereo not drawn)	-10	-2	2	6	-4	-3	1	-8
19	O=C(O)c1cc(-c2cccs2)nc2cc3c(cc12)OCCO3	5	-3	-4	-28	19	2	12	-1
20	Cc1cc(C)c2nc(-c3ccccn3)cc(C(=O)N3CCCC3)c2c1	11	-9	10	-2	5	8	12	-14
21	CCC(=O)N1CCc2cc(S(=O)(=O)CCC(=O)N3CCN(c4ccccc4F)CC3)ccc21	9	-1	-3	-1	-1	-5	15	-6
22	CC(C)(C)C(=O)N1CCN(c2ccc(NC(=O)c3ccco3)cc2)CC1	0	-2	8	8	0	-9	4	-3
23	Cc1ccc(C(=O)c2oc3nc(C)cc(C)c3c2N)cc1	0	-2	5	-12	4	4	17	-19
24	O=C1CCC([N+](=O)[O-])C(c2ccc(Cl)c([N+](=O)[O-])c2)N1 (stereo not drawn)	-1	-4	5	-1	4	8	7	-8
25	COc1cc(/C=C2\C(=N)N3N=C(CC(=O)N4CCOCC4)SC3=NC2=O)cc(OC)c1OC	-10	2	-3	7	-14	0	12	3
26	CC1CCN(C(=O)CCNS(=O)(=O)c2ccc3c(c2)c(=O)n(C)c(=O)n3C)CC1	-8	-2	17	8	4	-2	-3	-6
27	CCOc1ccc(Cl)cc1CN1CCOCC1	-3	0	33	-24	4	10	12	-11
28	CC(=O)N/C(=C\c1ccccc1)C(=O)Nc1ccccc1C	-6	-1	13	-2	-21	-8	9	-3
29	O=[N+]([O-])c1ccccc1S(=O)(=O)NCCC1=CCCCC1	-1	1	7	0	0	1	-14	-5
30	CCCCn1c(N)c(N(CC)C(=O)Cc2ccc(S(=O)(=O)N3CCOCC3)s2)c(=O)[nH]c1=O	-10	-3	10	-12	2	0	1	6
31	Cc1cccc(Nc2nc(C)nc3c2oc2ccccc23)c1	1	0	-3	-16	12	-4	0	17
32	COc1ccccc1CNC(=O)C1CC2Cn3c(nc4cc(C)c(C)cc43)C2N1C (stereo not drawn)	3	-5	8	6	-7	4	20	-12
33	CN(C(=O)CNc1ccccc1Cl)C1CCS(=O)(=O)C1 (stereo not drawn)	-16	-1	3	-3	22	1	0	-6
34	Cc1ccc(NC(=S)N(CCN(C)C)Cc2cc3cc(C)cc(C)c3[nH]c2=O)cc1	4	1	7	-8	3	2	4	-6
35	C=CCNC(=O)c1ccc(N(CC=C)S(C)(=O)=O)cc1	-4	-1	2	5	-4	1	2	-7
36	COc1ccc(C)cc1NC(=O)c1cnc2n(c1=O)CCS2	3	-3	-18	-9	17	-1	3	2
37	COCCOC(=O)C1=C(C)OC(N)=C(C#N)C1c1ccco1 (stereo not drawn)	-4	-7	-2	1	-3	5	2	-11
38	Nc1cc(S(=O)(=O)N2CCCCC2)ccc1Oc1ccc(Cl)cc1	38	-3	7	3	-1	6	-13	-4
39	Cc1cccc(C)c1NC(=O)COC(=O)c1cccnc1	1	-3	-1	10	-8	3	11	-4
40	CCN(CC(=O)NCc1cccs1)C(=O)c1cccc(S(=O)(=O)Nc2ccccc2Cl)c1	-9	-3	0	-10	-2	6	8	-4
41	CC1CC(C)CN(C(=O)Cn2c(=O)n(CCCCC(=O)NCc3ccco3)c(=O)c3ccccc32)C1 (stereo not drawn)	0	-1	-1	-3	-17	0	23	-1
42	O=C(NNC(=O)c1ccccc1C(=O)O)c1cc2ccccc2o1	-9	3	5	11	-2	-1	12	0
43	O=C(Nc1nc(-c2ccccn2)cs1)Nc1ccc(F)cc1F	36	-8	67*	0	-16	65*	41*	1
44	COc1ccc(CCN2CC(C(=O)N(C)Cc3c(C)n[nH]c3C)CCC2=O)cc1 (stereo not drawn)	3	-4	-1	0	2	1	15	5
45	COc1ccc(CCC(=O)Nc2ccc(C(=O)c3ccncc3)cc2)cc1	22	2	-2	7	0	-11	-13	-8
46	CC(C(=O)Nc1ccc([N+](=O)[O-])cc1)N1CCN(C/C=C/c2ccccc2)CC1 (stereo not drawn)	14	0	20	10	18	1	-12	-10
47	O=Cc1cn(CC(=O)N2CCc3ccccc32)c2ccccc12	-6	-4	-7	5	-5	1	28	-5
48	COc1ccc(C(=O)c2ccc(Cl)c([N+](=O)[O-])c2)cc1	-4	0	-4	-12	-1	-7	-11	2
49	CCOc1ccc(NCCC#N)cc1	5	3	6	-4	2	-4	1	-4
50	O=C1c2ccccc2C(O)(c2ccccc2)N1c1ccncc1 (stereo not drawn)	-5	2	-8	-3	3	-8	-12	-8
51	COc1ccc(C(=O)NCc2nnc(SCC(=O)N3CCCCCC3)o2)cc1OC	0	9	8	-1	-8	0	21	-5
52	Cc1ccc(/C=N/NC(=O)c2cc(C)oc2C)cc1	0	-1	-15	-30	6	1	0	-3
53	Cc1cc(C)cc(OCC(=O)OCc2cc([N+](=O)[O-])cc3c2OCOC3)c1	5	-5	14	-2	2	13	2	4
54	COc1ccccc1CN1[C@@H](CC(C)=O)c2cc(C(F)(F)F)ccc2S1(=O)=O	5	5	10	-1	1	-7	-18	3
55	CCCCCCCn1c(=O)c(C(=O)OC)c(N)c2ccccc21	17	5	12	39	10	-20	4	-20
56	COc1cc(/C=C2\CCC/C(=C\c3ccc(O)c(OC)c3)C2=O)ccc1O	3	-8	49	52	-15	31	40*	36
57	CCOC(=O)COn1c(=O)c(C)[n+]([O-])c2ccccc21	4	1	-6	0	8	-7	3	-7
58	O=C(NCCN1CCCCCC1)C1CC(=O)N(CCc2ccccc2)C1 (stereo not drawn)	3	-4	6	6	9	-4	5	1
59	O=C(O)c1cc(Cl)c(Cl)cc1C(=O)Nc1cccc2ncccc12	-7	10	13	-2	-14	5	-22	-3
60	CC1CCCC(NC(=O)COC(=O)/C=C/c2ccc(S(=O)(=O)N3CCOCC3)cc2)C1C (stereo not drawn)	-2	-5	8	2	14	-6	3	-4

Brought forward from above: four compounds, then new ones.
no.	SMILES	EBI2 antag	APJ agonist	CCR6 antagonist	Gli-Sufu antag	UBC13 polyUb	CXCR6 inh	APJ antag	ATG4B inh
57	CCOC(=O)COn1c(=O)c(C)[n+]([O-])c2ccccc21	4	1	-6	0	8	-7	3	-7
58	O=C(NCCN1CCCCCC1)C1CC(=O)N(CCc2ccccc2)C1 (stereo not drawn)	3	-4	6	6	9	-4	5	1
59	O=C(O)c1cc(Cl)c(Cl)cc1C(=O)Nc1cccc2ncccc12	-7	10	13	-2	-14	5	-22	-3
60	CC1CCCC(NC(=O)COC(=O)/C=C/c2ccc(S(=O)(=O)N3CCOCC3)cc2)C1C (stereo not drawn)	-2	-5	8	2	14	-6	3	-4
61	COc1ccc(-n2c(-c3ccc(Br)cc3)c[n+]3c2CCC3)cc1	9	-2	-4	80*	4	0	-11	-8
62	O=C(Nc1cccc(-c2cn3ccccc3n2)c1)c1cnccn1	0	1	-5	-31	-8	2	-2	-7
63	Cc1nnc(NC(=O)C2CCCN(S(=O)(=O)Cc3ccccc3)C2)s1 (stereo not drawn)	-3	4	-6	-8	4	-12	7	-14
64	O=C(c1ccccc1F)N(Cc1ccc2c(c1)OCO2)Cc1cc2cc3c(cc2n2nnnc12)OCO3	16	-2	12	-4	8	-9	4	-6
65	CCOC(=O)N1CCN(C(=O)c2ccc(S(=O)(=O)NCc3ccco3)cc2)CC1	-9	-2	11	2	-12	4	16	2
66	CC(=O)Nc1c(-c2ccccc2Cl)c(=O)c2ccccc2n1C	-11	1	0	1	0	-5	3	-8
67	C=CCn1c(COc2cccc3ccc(C)nc23)nnc1SCC(N)=O	-2	3	-9	-7	4	-9	11	9
68	Cc1cccc2c(C(=O)O)c3cccc(C)c3nc12	1	-3	-8	3	2	-3	4	-6
69	CC(C)CCC1(CCO)C(=O)N=C(N)NC1=O (stereo not drawn)	-9	nt	6	-6	nt	-2	nt	1
70	N#C/C(=C(/O)CN1CCOCC1)c1nc(-c2ccccc2)cs1	-9	0	6	-5	-5	0	16	4
71	CCCCNC(=O)CSc1nc2ccc(NC(=O)CSc3nnc(N)s3)cc2s1	6	-3	4	1	-3	1	-18	-1
72	COc1ccc(CCN2CC(C(=O)N(C)C3CCOCC3)CCC2=O)cc1 (stereo not drawn)	2	3	6	-39	-7	0	20	-9
73	C/C(=N\NC(=O)c1ccncc1)c1ccc(NC(=O)c2ccc(Cl)cc2)cc1	5	4	-4	-16	-11	-8	21	-2
74	CCc1nn(CCCC(=O)N2CCN(c3ccc(OC)cc3)CC2)c(=O)c2cc3occc3n12	-12	1	18	15	-4	-4	7	-7
75	CC1CC(C)(C)CC2(C1)NC(=O)N(CC(=O)N1CCN(S(=O)(=O)c3cccc(F)c3)CC1)C2=O (stereo not drawn)	0	-2	4	6	1	1	5	0
76	O=C(Nc1ccc(C(=O)NCc2ccc(F)cc2)cc1)C1=CSCCO1	3	-2	4	-18	-4	2	-8	-1
77	CCOc1ccc(S(=O)(=O)N2CCN(C(=O)c3cc4ccccc4o3)CC2)cc1	86*	0	35	-4	0	0	-5	-67
78	Cc1ccc(N2CCN(c3ccc(C)cc3)C(CC(=O)O)C2=O)cc1 (stereo not drawn)	-1	-1	13	-11	-4	5	9	3
